TbHK1 inh – blocks Trypanosoma brucei hexokinase 1 activity; recombinant TbHK1, G6PDH-coupled NADH A340; inhibition, % at 10 µM; hit rate 0.11% among 220,000; AID 1430;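 active = inhibition of 50% or more in the single-dose primary screen; inactive = inhibition below 50%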
p97 inhibitor – human p97 ATPase inhibition; P55072; inhibition, % at 8 µM; recombinant p97 ATPase, Kinase-Glo ATP luminescence, 3 h; hit rate 0.42% among 220,000; in the data active = inhibition above about 15%;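 note: 0% = DMSO vehicle and 100% = wells lacking enzyme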
Ba/F3 V617F tox – reduce viability of Ba/F3 cells dependent on JAK2V617F | inhibition, % at 5.6 µM | hit rate 1.1% among 220,000 | Ba/F3 EpoR-JAK2V617F viability, ATP luminescence | AID 1446;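 active = inhibition above the campaign mean plus 3 SD over all tested compounds, cut at about 24% in these data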;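 note: cytokine-independent growth of Ba/F3 cells driven by EpoR plus mutant JAK2; 0% = DMSO-treated cells and 100% = JAK inhibitor I control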
PPC-1+TRAIL kill – PPC-1 cancer cell killing with TRAIL present; PPC-1 cells + TRAIL, ATPLite viability luminescence; cell killing (% activity), % at 4 µM; hit rate 0.41% among 220,000;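 active = cell killing above 50% in the first pass at 4 µM, then a duplicate retest at 5 µM averaging 50% or more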;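 note: plate controls were cells with TRAIL plus DMSO for no effect and medium-only wells lacking cells for full effect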
p47phox inh – blocks human p47phox regulatory protein of NADPH oxidases. P14598. p47phox/p22phox peptide binding, fluorescence polarization, 2 h. inhibition, % at 24.7 µM. hit rate 0.53% among 220,000;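 active = inhibition above about 30%, limit read from the data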;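 note: 0% = p47phox with labelled peptide and 100% = labelled peptide alone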
BaF3 tox – parental Ba/F3 viability inhibition as JAK2V617F counter-screen; CellTiter-Glo ATP luminescence; inhibition, % at 5.6 µM; hit rate 1.1% among 220,000; AID 1486;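 active = inhibition above a per-campaign cutoff, the mean inhibition of all tested compounds plus 3 SD, cut at about 27% in these data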;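 note: 0% = DMSO wells and 100% = JAK Inhibitor I control wells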
EP2 antag – blocks the human prostaglandin E2 receptor EP2; AID 1422; hit rate 0.52% among 260,000; C6 glioma cells expressing human EP2, cAMP TR-FRET; cells stimulated with saturating PGE2; P43116; inhibition, % at 25 µM;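 active = percent inhibition above 40 after rounding to a whole number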;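 note: rat C6 glioma host cells with rolipram phosphodiesterase inhibitor present; the protocol text gives 20 µM as final concentration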
Target sequence (P43116 whole entry, looked up): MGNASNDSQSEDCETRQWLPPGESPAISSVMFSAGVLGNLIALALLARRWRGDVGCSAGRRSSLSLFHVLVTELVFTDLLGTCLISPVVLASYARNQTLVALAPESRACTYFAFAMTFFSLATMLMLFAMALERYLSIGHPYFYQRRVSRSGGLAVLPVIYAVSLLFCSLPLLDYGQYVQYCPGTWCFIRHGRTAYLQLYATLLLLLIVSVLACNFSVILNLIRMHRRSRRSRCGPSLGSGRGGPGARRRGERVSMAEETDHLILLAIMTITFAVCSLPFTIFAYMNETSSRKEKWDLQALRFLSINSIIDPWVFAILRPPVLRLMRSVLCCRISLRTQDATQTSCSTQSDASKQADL
RBBP9 inhibitor – human RBBP9 hydrolase inhibition. O75884. recombinant RBBP9, FP-Rh probe fluorescence polarization. inhibition, % at 7.94 µM. hit rate 0.2% among 220,000. AID 1515;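 active = inhibition above the campaign mean of all tested compounds plus 3 SD, cut at about 14% in these data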;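 note: plate controls were DMSO wells with RBBP9 for no effect and wells lacking RBBP9 protein for full effect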
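Measured by: FP readout at 525/598 nm; material: recombinant human RBBP9; also added: Serine-hydrolase probe FP-Rh, 375 nM pre-mixing; medium: Tris buffer pH 8.0, NaCl, Pluronic; replication: one well per compound; doses: one concentration, 7.94 µM nominal, 0.794% DMSO; timing: preincubation 30 min plus labeling 45 min at 25 °C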
Furin inhibitor – human furin inhibition. inhibition, % at 30 µM. P09958. purified furin, fluorogenic substrate cleavage. hit rate 0.061% among 220,000; in the data active = inhibition above about 25%; note: inactives centre near -15
Target sequence (P09958 108-714 limits assumed): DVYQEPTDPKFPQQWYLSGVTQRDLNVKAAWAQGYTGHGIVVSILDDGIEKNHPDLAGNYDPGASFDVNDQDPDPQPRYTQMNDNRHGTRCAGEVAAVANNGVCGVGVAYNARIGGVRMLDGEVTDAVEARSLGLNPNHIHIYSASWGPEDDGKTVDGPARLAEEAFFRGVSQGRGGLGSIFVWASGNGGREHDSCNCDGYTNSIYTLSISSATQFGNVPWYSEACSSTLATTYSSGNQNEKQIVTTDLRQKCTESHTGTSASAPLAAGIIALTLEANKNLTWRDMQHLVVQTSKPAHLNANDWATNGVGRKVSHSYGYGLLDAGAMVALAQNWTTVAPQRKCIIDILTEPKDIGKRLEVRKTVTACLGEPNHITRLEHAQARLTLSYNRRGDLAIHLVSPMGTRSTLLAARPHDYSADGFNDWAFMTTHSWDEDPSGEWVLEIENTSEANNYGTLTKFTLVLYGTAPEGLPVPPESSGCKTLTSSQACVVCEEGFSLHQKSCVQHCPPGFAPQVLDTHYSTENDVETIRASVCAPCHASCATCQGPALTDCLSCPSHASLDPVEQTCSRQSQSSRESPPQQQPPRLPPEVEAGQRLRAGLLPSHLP
The depositor's hits bear a star; & = joins results of further samples; [ ] = dose if it differs, or a comment. Not all compounds are listed; the hit share may differ from the screen's.

What do the screens show for `CCOC(=O)c1ccc2c(c1)n(CC)c(C)[n+]2CC`?
TbHK1 inh: 7; p97 inhibitor: 0; Ba/F3 V617F tox: 20; PPC-1+TRAIL kill: 9; p47phox inh: -55; BaF3 tox: 36*; EP2 antag: 0; RBBP9 inhibitor: -5; Furin inhibitor: -17

Results for CCn1c(SCC(=O)N2CCN(c3ccccc3)CC2)nc2c(c1=O)SC(C)C2 (stereo unspecified) ?
TbHK1 inh: -17; p97 inhibitor: 3; Ba/F3 V617F tox: 4; p47phox inh: -12; BaF3 tox: 6; EP2 antag: 14; RBBP9 inhibitor: -3; Furin inhibitor: -7

Results for O=C(NC1(C(F)(F)F)NC(=O)N(Cc2cccnc2)C1=O)c1ccccc1Cl (stereo unspecified) ?
TbHK1 inh: -2; p97 inhibitor: -3; Ba/F3 V617F tox: 2; PPC-1+TRAIL kill: 5; p47phox inh: -4; BaF3 tox: 7; EP2 antag: 4; RBBP9 inhibitor: -2; Furin inhibitor: -8[20 µM]

What do the screens show for `COc1ccc(CCNC(=O)Cn2c(=O)oc3cc(Cl)ccc32)cc1OC`?
TbHK1 inh: -6; p97 inhibitor: 5; Ba/F3 V617F tox: -2; PPC-1+TRAIL kill: -4; p47phox inh: -1; BaF3 tox: 0; EP2 antag: 8; RBBP9 inhibitor: -2; Furin inhibitor: -18

Results for Cc1ccc(C(=O)OCc2nc(N)nc(Nc3ccccc3C)n2)cc1 ?
TbHK1 inh: -1; p97 inhibitor: -5; Ba/F3 V617F tox: 2; PPC-1+TRAIL kill: 12; p47phox inh: -18; BaF3 tox: 5; EP2 antag: 6; RBBP9 inhibitor: -8; Furin inhibitor: -3

Results for CCn1c(=O)c2cc(S(=O)(=O)NCCOc3ccccc3)ccc2n(CC)c1=O ?
TbHK1 inh: -1; p97 inhibitor: -5; Ba/F3 V617F tox: 4; PPC-1+TRAIL kill: 22; p47phox inh: -2; BaF3 tox: 6; EP2 antag: 6; RBBP9 inhibitor: -8; Furin inhibitor: -17[20 µM]

What do the screens show for `CN1CCN(CC(=O)Nc2sc3c(c2C#N)CCC(C(C)(C)C)C3)CC1` (stereo unspecified)?
TbHK1 inh: -13; p97 inhibitor: -10; Ba/F3 V617F tox: -4; PPC-1+TRAIL kill: 8; p47phox inh: -1; BaF3 tox: 2; EP2 antag: 11; RBBP9 inhibitor: -2; Furin inhibitor: -20[20 µM]

How did CCOC(=O)C(NC(=O)c1ccccc1Cl)(Nc1sc2c(c1C(N)=O)CCC2)C(F)(F)F (stereo unspecified) do in these assays?
TbHK1 inh: -6; p97 inhibitor: 1; Ba/F3 V617F tox: -1; PPC-1+TRAIL kill: 14; p47phox inh: -23; BaF3 tox: 3; EP2 antag: 4; RBBP9 inhibitor: -6; Furin inhibitor: -19

What do the screens show for `COc1ccc2cc(C#N)c(NC(C)C)nc2c1`?
TbHK1 inh: -5; p97 inhibitor: 0; Ba/F3 V617F tox: -1; PPC-1+TRAIL kill: -3; p47phox inh: 1; BaF3 tox: 5; EP2 antag: 12; RBBP9 inhibitor: 0; Furin inhibitor: -31[20 µM]

Results for COc1ccc(N=Cc2cc3c(cc2O)OC(N)=C(C#N)C3c2ccccc2)cc1 (stereo unspecified) ?
TbHK1 inh: -11; p97 inhibitor: 5; Ba/F3 V617F tox: 7; PPC-1+TRAIL kill: 6; p47phox inh: -77; BaF3 tox: 3; EP2 antag: 7; RBBP9 inhibitor: -4; Furin inhibitor: -25

Results for O=Cc1sc(=O)n(Cc2cccc(C(=O)O)c2)c1Cl ?
TbHK1 inh: -6; p97 inhibitor: 10; Ba/F3 V617F tox: -5; PPC-1+TRAIL kill: 21; p47phox inh: -15; BaF3 tox: 5; EP2 antag: 9; RBBP9 inhibitor: -6; Furin inhibitor: -11

Results for Cc1cc2cc(CNC(=S)Nc3ccc(OC(F)F)cc3)ccc2[nH]1 ?
TbHK1 inh: -2; p97 inhibitor: 9; Ba/F3 V617F tox: -5; PPC-1+TRAIL kill: 4; p47phox inh: -15; BaF3 tox: 4; EP2 antag: 16; RBBP9 inhibitor: -3; Furin inhibitor: -22

What do the screens show for `Cc1ccccc1NC(=O)NCc1ccco1`?
TbHK1 inh: 1; p97 inhibitor: -3; Ba/F3 V617F tox: 0; PPC-1+TRAIL kill: 36; p47phox inh: -3; BaF3 tox: 7; EP2 antag: 19; RBBP9 inhibitor: -8; Furin inhibitor: -21[20 µM]

What do the screens show for `COCCCN(CCCN)Cc1ccco1`?
TbHK1 inh: 0; p97 inhibitor: -4; Ba/F3 V617F tox: 4; PPC-1+TRAIL kill: 3; p47phox inh: -10; BaF3 tox: 10; EP2 antag: 8; RBBP9 inhibitor: 3; Furin inhibitor: -14

Results for Cc1cc(=O)oc(C)c1C(=O)NCC1CCCO1 (stereo unspecified) ?
TbHK1 inh: 6; p97 inhibitor: 7; Ba/F3 V617F tox: -4; PPC-1+TRAIL kill: 23; p47phox inh: -6; BaF3 tox: -2; EP2 antag: 10; RBBP9 inhibitor: -6; Furin inhibitor: -16[20 µM]

How did Cc1cccc(C(=O)NC(=S)Nc2ccc(S(=O)(=O)N3CCN(C)CC3)cc2)c1 do in these assays?
TbHK1 inh: -16; p97 inhibitor: 0; Ba/F3 V617F tox: -4; PPC-1+TRAIL kill: 30; p47phox inh: -19; BaF3 tox: 2; EP2 antag: 6; RBBP9 inhibitor: -7; Furin inhibitor: 3[20 µM]

What do the screens show for `CCOc1ccc(-c2nnc(NC3=NCCCCC3)o2)cc1`?
TbHK1 inh: -7; p97 inhibitor: -1; Ba/F3 V617F tox: -3; PPC-1+TRAIL kill: 27; p47phox inh: -6; BaF3 tox: 1; EP2 antag: 8; RBBP9 inhibitor: -9; Furin inhibitor: -17[20 µM]

What do the screens show for `Cc1ccc(NC(=O)CSc2nnc3ccccn23)cc1`?
TbHK1 inh: 3; p97 inhibitor: 1; Ba/F3 V617F tox: 0; PPC-1+TRAIL kill: 8; p47phox inh: 2; BaF3 tox: 4; EP2 antag: 6; RBBP9 inhibitor: -4; Furin inhibitor: -32

Results for O=C(Nc1ccn(Cc2ccccc2F)n1)c1ccc(COc2ccc(Cl)cc2Cl)o1 ?
TbHK1 inh: 2; p97 inhibitor: 1; Ba/F3 V617F tox: -4; PPC-1+TRAIL kill: 6; p47phox inh: -14; BaF3 tox: 2; EP2 antag: 5; RBBP9 inhibitor: -24; Furin inhibitor: -12[20 µM]

Results for Cc1ccc2c(n1)sc1c(-c3ccc(Br)cc3)c(C#N)c(N)nc12 ?
TbHK1 inh: -4; p97 inhibitor: 5; Ba/F3 V617F tox: -4; PPC-1+TRAIL kill: 15; p47phox inh: -36; BaF3 tox: 2; EP2 antag: 18&13; RBBP9 inhibitor: -9; Furin inhibitor: -20[20 µM]

What do the screens show for `CC(/C=N/n1c(COc2ccccc2)n[nH]c1=S)=C\c1ccccc1`?
TbHK1 inh: 2; p97 inhibitor: -10; Ba/F3 V617F tox: 2; PPC-1+TRAIL kill: 20; p47phox inh: 1; BaF3 tox: 0; EP2 antag: 5; RBBP9 inhibitor: -8; Furin inhibitor: -14

Results for CC(C)(C)NC(=O)c1cc(-c2ccccc2)n[nH]1 ?
TbHK1 inh: 0; p97 inhibitor: -3; Ba/F3 V617F tox: 2; PPC-1+TRAIL kill: 11; p47phox inh: -8; BaF3 tox: 1; EP2 antag: 11; RBBP9 inhibitor: 0; Furin inhibitor: -12

What do the screens show for `Cc1ccc(C)c(NC(=S)NNC(=O)c2csc(C)c2C)c1`?
TbHK1 inh: 1; p97 inhibitor: 4; Ba/F3 V617F tox: -4; PPC-1+TRAIL kill: 20; p47phox inh: 2; BaF3 tox: 3; EP2 antag: 4; RBBP9 inhibitor: -6; Furin inhibitor: -19

How did O=C(NC(=O)N1CCCCC1)c1ccccc1 do in these assays?
TbHK1 inh: -8; p97 inhibitor: -2; Ba/F3 V617F tox: 2; PPC-1+TRAIL kill: 12; p47phox inh: -4; BaF3 tox: 3; EP2 antag: 8; RBBP9 inhibitor: 1; Furin inhibitor: -28

Results for COCCn1c(COc2ccc(C)cc2)nc2ccccc21 ?
TbHK1 inh: 6; p97 inhibitor: -2; Ba/F3 V617F tox: 2; PPC-1+TRAIL kill: -5; p47phox inh: 2; BaF3 tox: 3; EP2 antag: 7; RBBP9 inhibitor: -4; Furin inhibitor: -14

How did CCc1ccc2[nH]c(O)c(N=NC3=NC(=O)CS3)c2c1 do in these assays?
TbHK1 inh: 26; p97 inhibitor: 4; Ba/F3 V617F tox: 3; PPC-1+TRAIL kill: 6; p47phox inh: -26; BaF3 tox: -1; EP2 antag: 3; RBBP9 inhibitor: 1; Furin inhibitor: -22

Results for c1ccc(N2N=C(c3cccs3)CC2c2ccco2)cc1 (stereo unspecified) ?
TbHK1 inh: 0; p97 inhibitor: 5; Ba/F3 V617F tox: 0; PPC-1+TRAIL kill: -9; p47phox inh: -13; BaF3 tox: 3; EP2 antag: 24; RBBP9 inhibitor: -4; Furin inhibitor: -33[20 µM]

What do the screens show for `Cc1cccc(-n2ncc3c(N)ncnc32)c1`?
TbHK1 inh: -8; p97 inhibitor: 0; Ba/F3 V617F tox: 2; PPC-1+TRAIL kill: 7; p47phox inh: -10; BaF3 tox: 4; EP2 antag: 7; RBBP9 inhibitor: -2; Furin inhibitor: -12

What do the screens show for `CS(=O)(=O)c1ccc(C(=O)NC2CCCc3ccccc32)cc1` (stereo unspecified)?
TbHK1 inh: -3; p97 inhibitor: 1; Ba/F3 V617F tox: -1; PPC-1+TRAIL kill: 1; p47phox inh: -5; BaF3 tox: 4; EP2 antag: 7; RBBP9 inhibitor: -6; Furin inhibitor: -19

What do the screens show for `O=C(CSc1ccccc1)Nc1ccncc1`?
TbHK1 inh: 5; p97 inhibitor: -7; Ba/F3 V617F tox: 3; PPC-1+TRAIL kill: -10; p47phox inh: -3; BaF3 tox: 6; EP2 antag: 4; RBBP9 inhibitor: -11; Furin inhibitor: 1[20 µM]

How did COc1ccc(N2CCN(C(=O)CSc3nnc(COc4cccc5cccnc45)o3)CC2)cc1 do in these assays?
TbHK1 inh: -10; p97 inhibitor: 5; Ba/F3 V617F tox: -2; PPC-1+TRAIL kill: 2; p47phox inh: -1; BaF3 tox: 4; EP2 antag: 2; RBBP9 inhibitor: -3; Furin inhibitor: -8

Results for COc1cc(OC)cc(C(=O)Nc2ccccc2-c2nnn(CC(N)=O)n2)c1 ?
TbHK1 inh: 9; p97 inhibitor: -2; Ba/F3 V617F tox: 5; PPC-1+TRAIL kill: 21; p47phox inh: 1; BaF3 tox: 11; EP2 antag: 11&4; RBBP9 inhibitor: -4; Furin inhibitor: -13

How did COc1ccc(S(=O)(=O)N(C)c2ccc(C(=O)N3CCOCC3)cc2)cc1 do in these assays?
TbHK1 inh: 0; p97 inhibitor: 2; Ba/F3 V617F tox: -3; PPC-1+TRAIL kill: 10; p47phox inh: -7; BaF3 tox: -1; EP2 antag: 11&10; RBBP9 inhibitor: -7; Furin inhibitor: -24[20 µM]

Random excerpt: 2 records from the list, in no set order.
Results for COc1cc(OC)cc(C(=O)Nc2ccccc2-c2nnn(CC(N)=O)n2)c1 ?
TbHK1 inh: 9; p97 inhibitor: -2; Ba/F3 V617F tox: 5; PPC-1+TRAIL kill: 21; p47phox inh: 1; BaF3 tox: 11; EP2 antag: 11&4; RBBP9 inhibitor: -4; Furin inhibitor: -13

What do the screens show for `O=C(CSc1ccccc1)Nc1ccncc1`?
TbHK1 inh: 5; p97 inhibitor: -7; Ba/F3 V617F tox: 3; PPC-1+TRAIL kill: -10; p47phox inh: -3; BaF3 tox: 6; EP2 antag: 4; RBBP9 inhibitor: -11; Furin inhibitor: 1[20 µM]
